Compound activity from PubChem BioAssay.
SSB-PriA inh: blocks PriA binding to SSB C-terminal tail; AlphaScreen SSBct-PriA binding, biotinylated peptide; inhibition, % at 33 µM; 0.6% of 430,000 active; AID 1272365; in the data active means inhibition mostly above about 37%, no sharp cut-off; inactive means mostly below about 20%;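 further: plate controls were negative control peptide for no effect and reference peptide for full effect; strong numbers were not always called active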
An asterisk follows results filed as active; & = joins results of further samples. Some of the compounds tested, so the mix of outcomes need not match the whole.

SMILES	SSB-PriA inh
Cc1ccc(NC(=O)C(=O)NCCC(c2ccccc2)c2ccccc2)cc1Cl	-9.0
Cc1cnc2n(c1=O)C(CC(=O)N1CCN(c3cccc(Cl)c3)CC1)CS2 (configuration not stated)	-11.0
Cc1nn(C)cc1C=NNC(=O)c1sc2ccccc2c1Cl	17.7
Cc1noc(-c2cccn3c(CNC(=O)Cn4ncccc4=O)nnc23)n1	-15.0
COc1ccc(C(=O)NN=C(C)c2cccc(NC(=O)C(F)(F)F)c2)cc1	-8.0
O=C(Cn1cnc2ccccc2c1=O)N1CCN(CCn2ccnc2-c2ccccc2)CC1	-15.0
O=C(CC(NCCCN1CCOCC1)C(=O)O)Nc1ccc(N=Nc2ccccc2)cc1 (configuration not stated)	10.0
O=C(C1CC1)N1CCN(Cc2nc(-c3cccs3)cs2)CC1	-1.0
Cc1[nH]c(=O)[nH]c(=O)c1CCC(=O)Nc1nccs1	-8.0&-2.0
O=C(CSc1ccc(-c2ccccn2)nn1)Nc1ccc2c(c1)OCO2	38.0
Nc1cccc(C(=O)NN=Cc2ccsc2)c1	-1.8
O=C(NCC(c1cccc2ccccc12)N1CCCC1)c1ccccc1[N+](=O)[O-] (configuration not stated)	12.0
O=C(CN1CCC2(CC1)N=C(c1cccc(Cl)c1)C(=O)N2)Nc1cccc(Br)c1	-4.0
CCOC(=O)C1CCN(C(=O)CC2CSc3nc4c(c(=O)n32)CCCC4)CC1 (configuration not stated)	9.0
COc1ccc2nc(N(Cc3cccnc3)C(=O)c3nc4ccccc4s3)sc2c1	-14.0
COC(=O)/C=C1/NC(=Nc2nc(C)cc(C)n2)N(c2ccc(Cl)cc2)C1=O	-6.5
CN(C)c1cncc(O[C@H]2CCN(C(=O)CN(C)S(C)(=O)=O)C2)n1	-12.0
CC(=O)NCC(=O)N1CCCCC(c2ccc(Cl)cc2)C1 (configuration not stated)	8.0
COc1cc(C=Nn2c(C)n[nH]c2=S)ccc1OCc1ccc(F)cc1	-4.6
CC(ON=Cc1ccccc1OC(F)F)C(=O)Nc1cccc(S(=O)(=O)N2CCOCC2)c1 (configuration not stated)	11.4
COc1ccccc1N1CCN(S(=O)(=O)CCNC(=O)c2ccccc2Cl)CC1	-1.0
Cc1ccc(CNC(=O)Cc2csc(Nc3ccccc3)n2)cc1	0.0
COCCNC(=O)CC1CSc2nc3c(cnn3-c3cccc(Cl)c3)c(=O)n21 (configuration not stated)	-32.0
COC(=O)C1CC(=NNS(=O)(=O)c2ccc(C)cc2)c2ccsc2C1 (configuration not stated)	2.4
Cc1cc(C(=O)N2CCOC[C@@H]2CN(C)CCO)c(C)o1	-9.0

Rewritten as labelled records: entries from further up.
SMILES: O=C(C1CC1)N1CCN(Cc2nc(-c3cccs3)cs2)CC1
  SSB-PriA inh: -1.0

SMILES: Cc1[nH]c(=O)[nH]c(=O)c1CCC(=O)Nc1nccs1
  SSB-PriA inh: -8.0&-2.0

New compounds follow
SMILES	SSB-PriA inh
O=C(NCCN1CCCCC1)c1ccc(C=NO)nc1	-22.8
Cn1nc(CN(Cc2ccco2)C(=O)C2(c3cccs3)CCCC2)c2c1CCC2	10.0
CCC(C)=NN1C(=O)c2ccccc2NC1(C)CC (configuration not stated)	-3.5
O=C(NN=Cc1c[nH]c2ccccc12)c1sc2ccccc2c1Cl	19.6
COc1ccc(-c2cnc(CNC(=O)c3nc4ccccc4s3)[nH]2)cc1	16.0
CCOC(=O)c1ccc(NC(=O)NC23CC4(C)CC(C)(CC(C)(C4)C2)C3)cc1	-16.0
O=C(c1ccco1)N1CCc2ccc(NS(=O)(=O)c3cccc(F)c3)cc2C1	-11.0
COC(=O)c1ccc(Cn2nc(-c3ccc(F)cc3)c3sc(N4CCCC4)nc3c2=O)cc1	-4.0
Cc1ccc2sc(NCc3ccccn3)nc2c1C	9.0
O=C(CS(=O)(=O)c1ccccc1)N(CCN1CCOCC1)c1nc2c(Cl)cccc2s1	8.0
CN(C)c1cncc(OC2CCN(C(=O)c3ccoc3)C2)n1 (configuration not stated)	2.0
O=C(Nc1nnc(-c2cccs2)o1)C1CCN(S(=O)(=O)c2ccc(F)cc2)CC1	-10.0
CC(C)C(=O)Nc1ccc(C(=O)NCCNC(=O)CCSc2ccccc2)cc1	8.0
Cc1ccc(S(=O)(=O)NN=Cc2ccc(C(=O)O)cc2)cc1	-6.8
Cc1ccc(C)c(OCC(=O)NN=Cc2cccn2C)c1	-4.5
CCOc1ccc2nc(N(CCCN3CCOCC3)C(=O)c3ccn(C)n3)sc2c1	-3.0
COc1ccccc1-c1cc(=O)c2cc(Cl)ccc2o1	-5.0
O=C(NN=Cc1cccc(O)c1)c1ccc(NC(=O)c2cccc([N+](=O)[O-])c2)cc1	5.2
NC(=NNS(=O)(=O)c1ccccc1Cl)c1ccccn1	7.0
O=C(Cc1cccc2ccccc12)Nc1onc2c1CCCC2	-15.0
C=c1c(=C2N=C(c3ccc(C)cc3)NO2)oc2ccc(S(=O)(=O)N(CC)CCCC)cc12	-12.0
O=C(Nc1cnn(C2CCOCC2)c1)c1ccc2noc(-c3ccccc3)c2c1	6.0
O=C1CCc2cc(NC(=O)c3ccco3)ccc2N1	-3.0
C(=C\c1ccccc1)/CSc1nnc(-c2ccncc2)n1-c1ccccc1	3.0
COc1ccc(Br)cc1C=Nn1c(C)nc2ccccc2c1=O	-10.3

Gathered by group, the compounds so far containing a nitro group on carbon
SMILES	SSB-PriA inh
O=C(NCC(c1cccc2ccccc12)N1CCCC1)c1ccccc1[N+](=O)[O-] (configuration not stated)	12.0
O=C(NN=Cc1cccc(O)c1)c1ccc(NC(=O)c2cccc([N+](=O)[O-])c2)cc1	5.2

The list continues:
SMILES	SSB-PriA inh
COc1ccc(Cc2nc3ccccc3n2CCOc2ccccc2OC)cc1OC	19.0
COc1ccc(C(=O)Nc2ccc(-c3nc4ccc(C)cc4s3)cc2)c(OC)c1	-9.0
C1=CC2C(C1)C1CC(Oc3ccccc3)C2C1 (configuration not stated)	-3.0
COc1ccccc1-n1ncc2c(C)nnc(SCC(=O)Nc3ccc4c(c3)OCCO4)c21	6.0
COc1cc(Cl)c(C)cc1NC(=O)COc1cc(C)nc(N2CCCC2)n1	-8.0
O=C(c1cccc2ccccc12)N1CCC(c2ccsc2)CC1	2.0
CCOC(=O)c1c(NC(=O)CSc2nnc(NC(=O)C(C)(C)C)s2)sc2c1CCC2	-9.0
Cc1nc(-n2nc(-c3ccco3)cc2NC(=O)c2ccc(Br)o2)[nH]c(=O)c1C	-7.0
COc1ccc(CCS(=O)(=O)NC[C@@H](O)Cc2ccccc2)cc1	-4.0
CC1(C)Cc2cccc(OCC(=O)NC[C@](C)(O)c3cc4ccccc4s3)c2O1	8.0
COC(=O)c1cc(=O)c2cc(OC)ccc2[nH]1	-13.0
Cc1nc(-c2ccc(N3CCN(C(=O)Cc4cccc5ccccc45)CC3)nc2)no1	-6.0
O=C(COc1ccccc1F)N1CC(n2cc(-c3ccccc3)nn2)C1	-1.0
Cc1nnc(C2CCCN(S(=O)(=O)c3ccc(C)c(C)c3)C2)s1 (configuration not stated)	-1.0
Cc1cc(C(=O)N2CCC(CSc3ccccn3)CC2)c(C)o1	-3.0
Cn1c(=NC(=O)c2ccccc2Br)sc2cccc(Cl)c21	-6.0
O=C(COc1ccc(C=NNC(=O)c2cc3ccccc3o2)cc1Cl)Nc1ccccc1	-7.2
O=C(c1ccc(Br)o1)N1CCC(c2ccsc2)CC1	3.0
COc1ccccc1C(=O)Nc1nnc(-c2ccc(SC)cc2)o1	-8.0
O=C(c1ccncc1)N1CCC(CNS(=O)(=O)C2CC2)CC1	1.0
COc1ccccc1-c1nnc(SCC(O)=C(C#N)c2nc3ccccc3[nH]2)n1C1CCCCC1	5.3
COc1ccc(C(O)=C2C(=O)C(=O)N(CCCN(C)C)C2c2ccc(Cl)cc2)cc1OC (configuration not stated)	2.2
O=C(NN=Cc1ccco1)c1cc(-c2ccncc2)nc2ccccc12	-14.1
O=C(CCCn1nc(-c2ccccc2)ccc1=O)Nc1nccs1	-10.0
O=C1CN(C(=O)C2CN(C(=O)c3ccc4c(c3)OCO4)C2)CCN1	-10.0

The last 4 entries of the section before open the next one:
SMILES	SSB-PriA inh
COc1ccc(C(O)=C2C(=O)C(=O)N(CCCN(C)C)C2c2ccc(Cl)cc2)cc1OC (configuration not stated)	2.2
O=C(NN=Cc1ccco1)c1cc(-c2ccncc2)nc2ccccc12	-14.1
O=C(CCCn1nc(-c2ccccc2)ccc1=O)Nc1nccs1	-10.0
O=C1CN(C(=O)C2CN(C(=O)c3ccc4c(c3)OCO4)C2)CCN1	-10.0
COCCCN1C(=O)C(=O)C(=C(O)c2ccccc2)C1c1ccc(N(C)C)cc1 (configuration not stated)	4.9
COc1ccc(OC)c(-n2c(CNC(=O)COc3ccccc3)nnc2SCC(=O)Nc2nccs2)c1	-6.0
CCn1nnc2c(N3CCN(C(=O)c4ccco4)CC3)ncnc21	8.0
COc1ccc(S(=O)(=O)N2CCN(c3ccc(-c4cccs4)nn3)CC2)cc1OC	4.0
O=S(=O)(NCC[C@H](O)c1ccsc1)c1ccccc1Cl	-1.0
CC[C@@H](C(=O)Nc1c2c(nn1CC(=O)NCc1ccco1)CSC2)c1ccccc1	-5.0
COc1ccc(CCNC(=O)CCn2c(SCc3cc(=O)n4ccccc4n3)nc3ccccc3c2=O)cc1OC	-9.0
CN(C)c1cc[n+](C(C(=S)Nc2ccc(SC(F)F)cc2)=C([O-])c2ccccc2)cc1	-8.4
O=C(Nc1cccc(Cl)c1)Nc1nc(CC(=O)N2CCN(C(=O)c3ccco3)CC2)cs1	34.0
O=C(c1cccc(C(F)(F)F)c1)N1CCCC(c2nnc(-c3cccs3)o2)C1 (configuration not stated)	-13.0
S=C(NCc1ccccc1)NNc1nc(N2CCCC2)nc(N2CCCC2)n1	13.0
C=CCN1C(=O)C(C)(C)COc2cc(NC(=O)c3cccc(Cl)c3)ccc21	21.0
COc1ccc(Cl)c2sc(N(CCCN(C)C)C(=O)c3ccccc3SC)nc12	17.0
Cc1nn(C)c(C)c1S(=O)(=O)N1CCC(S(=O)(=O)c2nncn2C)CC1	-4.0
O=C(CCSc1ccccc1)N1CCC(Oc2ncccc2Cl)CC1	-13.0
O=C(Cc1ccc(F)cc1)Nc1nc(-c2ccc(Cl)s2)cs1	-16.0
COc1ccc(NC(=O)CC(C)=NNC(=O)C2CCCCC2)c([N+](=O)[O-])c1	-8.8
CNc1ccc(OCC(O)CNS(=O)(=O)c2ccc(C)cc2)cc1 (configuration not stated)	4.0
O=C(Nc1ccc2c(c1)OCO2)N1CCN(CCn2ccnc2)CC1	-8.0
COc1ccc(S(=O)(=O)N2CCN(C)CC2)cc1C(C)(C)C	-14.0&-9.0
CC(C)CCN1C(=O)CCc2cc(NC(=O)Cc3ccc(F)cc3)ccc21	6.0
C[C@](O)(CNS(=O)(=O)c1cccc2nsnc12)c1cc2ccccc2s1	1.0
CCC(=O)NC(N)=Nc1nc2ccccc2o1	-1.3
Cn1nc(-c2ccc(F)cc2)cc1C(=O)NCC[C@H](O)c1ccc2c(c1)OCO2	-16.0
CCCN1CCCc2cc(CCNS(=O)(=O)c3ccc(F)c(Cl)c3)ccc21	47.0*

The list continues:
SMILES	SSB-PriA inh
CCc1nnc(-c2cccc(OCC(=O)N3CCN(c4ccccc4)CC3)c2)o1	-11.0
COCCN(CCOC)S(=O)(=O)c1ccc(C(=O)Nc2sccc2C(N)=O)cc1	-15.0&-4.0
CC(=NO)c1cc(Cl)ccc1O	-5.6
CC(=O)c1ccc(S(=O)(=O)N2CCC[C@H](S(=O)(=O)c3ccc(F)cc3)C2)cc1	-6.0
O=C(Cc1csc(NC(=O)C2CC2)n1)NCc1ccco1	-12.0
O=C(Cc1ccc2c(c1)OCO2)N(Cc1ccccc1)c1nc2c(F)cc(F)cc2s1	-25.0
O=C(NN=C1CCCc2ccccc21)c1cccc([N+](=O)[O-])c1	0.4
O=C(NC(C(=O)O)C12CC3CC(CC(C3)C1)C2)c1ccc(F)cc1 (configuration not stated)	3.0
CCCn1nc(C)cc1CN(C)c1ncc2c(=O)n(Cc3ccccc3F)c(=O)[nH]c2n1	-11.0
Cc1cc(C)nc(Nc2nc(CC(=O)O)cs2)n1	-23.0
Cc1cc(F)ccc1S(=O)(=O)NCC1CCN(C2CCCC2)CC1	-10.0
CC(C)(C)c1ccc(OCCCC(=O)Nc2nccs2)cc1	-14.0&4.0
COc1ccc(C(=O)NCC2CCN(c3ccncc3)CC2)cc1	-2.0
Fc1ccc(C=Nn2c(COc3ccccc3)n[nH]c2=S)cc1	4.0
COc1ccc(-c2cn3c(C)c(C(=O)N4CCN(c5ccccc5OC)CC4)sc3n2)cc1	6.0
Cc1nnc2ccc(OCCNS(=O)(=O)c3cccc(C(F)(F)F)c3)nn12	3.0
CCC(C(=O)Nc1cc(C)nn1-c1nc2c(cnn2-c2ccc(C)cc2)c(=O)[nH]1)c1ccccc1 (configuration not stated)	2.0
CCSc1nc(N2CCOCC2)c2cnn(CCN)c2n1	-5.0&-1.0
CCN(CC)CCNC(=O)c1ccc(-c2ccccc2)cc1	-1.0
COc1cc2[nH]c(=O)n(CCCCC(=O)N3CCN(c4ccccn4)CC3)c(=O)c2cc1OC	-16.0&-8.0
COc1ccc(Br)c(C(=O)N2CCS[C@H](c3ccccc3Cl)CC2)c1	11.0
COc1ccc(CCC(=O)NCCSC2CCOCC2)c(OC)c1OC	-6.0
CCCS(=O)(=O)N1CCCc2cc(N)ccc21	29.0

Gathered by group: the entries above containing a COOH group (4)
SMILES	SSB-PriA inh
O=C(CC(NCCCN1CCOCC1)C(=O)O)Nc1ccc(N=Nc2ccccc2)cc1 (configuration not stated)	10.0
Cc1ccc(S(=O)(=O)NN=Cc2ccc(C(=O)O)cc2)cc1	-6.8
O=C(NC(C(=O)O)C12CC3CC(CC(C3)C1)C2)c1ccc(F)cc1 (configuration not stated)	3.0
Cc1cc(C)nc(Nc2nc(CC(=O)O)cs2)n1	-23.0
